# MrgX1 antag – antagonists of human MrgX1 receptor; MRGX1-HEK293 calcium flux, Fluo-4, BAM8-22 antagonism; hits give low values; B-score at 10 µM; actives 1.3% (n = 310,000); AID 588676;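 active means calcium-response B-score plate-corrected more than 3 library SD below zero, starting fluorescence within 5 deviations, no agonist response on first addition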;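 further: peak minus trough fluorescence over baseline after final BAM8-22 challenge near maximal dose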
# PolyA inh – inhibitors of polyadenylation in S. cerevisiae; calls only at 12 µM; actives 0.02% (n = 300,000); S. cerevisiae SKY197-pL101 polyadenylation reporter, beta-gal luminescence; efflux-impaired pdr1/pdr3 knockout yeast; score 100 = 6 SD above DMSO;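 active means lowest replicate activity score at least 50, where 100 means six control SD above control mean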;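 further: yeast exposed to compound for 9 h at 30 °C; higher score means more reporter readthrough which indicates perturbed polyadenylation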
# AI-2 QS mod – modulates the Vibrio harveyi AI-2 quorum sensing system; Vibrio harveyi JMH597 AI-2 luminescence/OD600 ratio, 9 h; hits give low values; strain lacks LuxN and CqsS sensors; 0 = neutral-control median; activity change, % at 7.5 µM; actives 0.4% (n = 300,000); AID 2094; in the data active means activity change below about -75%, passing the limit was not always enough;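 further: luminescence divided by OD600 gain over 9 h not by final OD600 alone; inactives centre near 13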
# MrgX1 PAM – allosterically activates human MrgX1 receptor signaling. Q96LB2. MrgX1-HEK293, Fluo-4 calcium flux, FDSS; hits give high values. B-score at 10 µM. actives 0.63% (n = 310,000). AID 588675;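 active means plate-corrected calcium response at least 3 library SD above typical, normal starting fluorescence, not activating the receptor alone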;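 further: compound read alongside a low EC10 to EC30 dose of BAM8-22 agonist; peak minus trough fluorescence over baseline measured at the second addition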
# TRPC4 PAM – TRPC4 (mouse) allosteric potentiation. Q9QUQ5. HEK293 TRPC4beta/mu-opioid, DAMGO EC20, Fluo-4 Ca2+ flux; hits give high values. actives 0.42% (n = 310,000). B-score at 10 µM. AID 2227;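 active means B-score of calcium response area above 5 SD of library B-scores, with initial fluorescence ratio within 5 SD of library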;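 further: B-score of integrated fluorescence ratio over time as area under calcium response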
# TRPC6 act – activators of mouse TRPC6 channel | HEK293-TRPC6 membrane potential dye fluorescence; hits give high values | B-score at 10 µM | actives 0.13% (n = 310,000);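 active means B-score of the integrated fluorescence ratio above library mean plus 3 SD, and starting fluorescence ratio within library mean plus 5 SD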;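 further: higher score means more depolarization so channel activation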
# Target sequence (Q61143 whole entry, looked up): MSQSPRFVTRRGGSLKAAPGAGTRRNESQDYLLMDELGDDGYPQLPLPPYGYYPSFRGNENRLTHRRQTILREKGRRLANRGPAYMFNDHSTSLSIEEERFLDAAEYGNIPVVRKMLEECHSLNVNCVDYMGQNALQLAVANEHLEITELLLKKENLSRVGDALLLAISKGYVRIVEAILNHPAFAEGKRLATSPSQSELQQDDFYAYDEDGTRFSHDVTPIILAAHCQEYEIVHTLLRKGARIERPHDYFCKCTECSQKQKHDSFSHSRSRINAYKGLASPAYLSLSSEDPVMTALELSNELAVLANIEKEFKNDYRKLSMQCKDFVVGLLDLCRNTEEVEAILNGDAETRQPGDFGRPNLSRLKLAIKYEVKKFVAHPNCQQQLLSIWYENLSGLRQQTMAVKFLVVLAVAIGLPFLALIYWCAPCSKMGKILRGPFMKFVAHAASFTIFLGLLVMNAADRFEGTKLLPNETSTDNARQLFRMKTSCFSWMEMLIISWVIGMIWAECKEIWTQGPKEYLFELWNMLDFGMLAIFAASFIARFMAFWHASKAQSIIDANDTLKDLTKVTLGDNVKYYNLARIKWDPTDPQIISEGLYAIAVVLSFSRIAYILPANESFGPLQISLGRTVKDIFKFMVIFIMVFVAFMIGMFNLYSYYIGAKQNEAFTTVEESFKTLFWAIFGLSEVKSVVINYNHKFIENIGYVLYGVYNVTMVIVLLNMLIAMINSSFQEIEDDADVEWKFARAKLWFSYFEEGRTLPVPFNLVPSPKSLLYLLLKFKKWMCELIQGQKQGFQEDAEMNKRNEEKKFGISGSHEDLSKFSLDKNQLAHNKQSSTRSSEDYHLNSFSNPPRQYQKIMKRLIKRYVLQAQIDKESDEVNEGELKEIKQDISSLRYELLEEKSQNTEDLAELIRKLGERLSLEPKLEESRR
# TRPC4 act – activators of mouse TRPC4 channel; actives 0.49% (n = 310,000); HEK293 TRPC4beta/mu-opioid, Fluo4 calcium fluorescence; hits give high values; AID 2237; Q9QUQ5; B-score at 10 µM;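 active means B-score above 5 SD of library B-scores, and initial fluorescence ratio not above library mean plus 5 SD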;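 further: positive B-score marks a calcium rise read as TRPC4 activation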
#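 Material: HEK293 stable line with TRPC4beta plus mu-opioid receptor; technique: Fluo4 calcium-sensitive dye fluorescence, kinetic, 1 Hz baseline; timing: Fluo4 dye loading 45 min at room temperature, 110 s recording; controls: assay buffer as low control, maximal DAMGO as high control; read-out: integrated baseline-normalised fluorescence ratio, converted to per-well B score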
# TRPC4 block – blocks the mouse TRPC4 cation channel; Q9QUQ5; HEK293 TRPC4beta/mu-opioid, DAMGO-evoked Fluo4 calcium flux; hits give low values; B-score at 10 µM; actives 0.39% (n = 300,000);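 active means B-score over 3 SD under the library average, no early fluorescence shift, positive overall ratio signal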
#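 Assay system: TRPC4beta/mu-opioid receptor HEK293 cell line; compound dosing: single concentration per test compound; detection: Fluo4 Ca2+ flux fluorescence; evaluation: per-well B score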
# HIF act – HIF pathway transcriptional activation; U2OS HRE-luciferase reporter, luminescence; normalized: DMSO 0%, desferrioxamine 100%; activation, % at 7.5 µM (by protocol); actives 0.32% (n = 300,000);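 active means mean activation of at least 10% of the iron chelator positive control signal, with at least half of replicates also reaching 10%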
# MrgX1 ag – human MrgX1 receptor agonism, primary screen | MrgX1-HEK293 cells, Fluo-4 calcium fluorescence, agonist mode; hits give high values | B-score at 10 µM | Q96LB2 | actives 0.44% (n = 310,000) | AID 588627;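 active means calcium response B-score plate-corrected fluorescence ratio at least 3 library SD, with starting fluorescence B-score inside 5 SD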
#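 System: HEK293 cells stably expressing human MrgX1 receptor; Dosing: test compound in the initial addition of three; Schedule: overnight plating, then 30 min 37 °C plus 30 min room-temperature dye loading; Detection: kinetic calcium dye fluorescence, Fluo-4 NW; Controls: per-plate positive and negative controls for Z′ factor.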
# TRPC6 inhibitor – blocks the mouse TRPC6 cation channel; B-score at 10 µM; Q61143; HEK293-TRPC6, membrane potential dye, ACh-evoked depolarization; hits give low values; actives 1.1% (n = 310,000);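 active means B-score under library mean minus 3 SD, initial fluorescence not abnormally high, positive integrated signal ratio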;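 further: B-score derived from integrated fluorescence ratio over the kinetic read; more negative B-score means stronger inhibition of depolarization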
# Starred values were filed as active, the others as inactive; i = inactive; / = not tested or not shown. This is a subset (hit frequency here may not be typical).
# Values run as follows: MrgX1 antag, TRPC4 block, TRPC4 PAM, TRPC6 act, PolyA inh, AI-2 QS mod, MrgX1 PAM, TRPC6 inhibitor, MrgX1 ag, HIF act, TRPC4 act
1) Fc1cc(Br)ccc1COc1ccc(-c2nnco2)cc1
→ i, i, i, i, i, 18, i, i, i, 4.0, i
2) COc1ccc(C[C@@H]2CN3C(=NC[C@@H]3C)N2C[C@H](C)NC(=O)c2ccc(C)c(Br)c2)cc1
→ i, i, i, i, i, 26, i, i, i, 0.0, i
3) CCCCNC(=O)CS(=O)Cc1nc(-c2cccs2)oc1C (stereo not drawn)
→ i, i, i, i, i, 13, i, i, i, 0.0, i
4) Cc1csc(NC(=O)c2ccncc2)n1
→ i, i, i, i, i, 16, i, i, i, 0.4, i
5) Cc1ccccc1NC(=O)c1cnn(-c2ccccc2)c1C
→ i, i, i, i, i, 24, i, i, i, -17, i
6) CSc1nnc(-c2ccc(S(=O)(=O)N3CCOCC3)cc2)n1CC1CCCO1 (stereo not drawn)
→ i, i, i, i, i, 12, i, i, i, -0.1, i
7) NC(=O)Cc1ccc(C(=O)c2ccc(Cl)cc2Cl)s1
→ i, i, i, i, i, 49, i, i, i, 0.5, i
8) O=C(CSc1nc(O)cc(=O)[nH]1)C1CC1
→ i, i, i, i, i, 8, i, i, i, -0.3, i
9) O=C(NCc1ccccc1Cl)C1CCN(S(=O)(=O)c2ccc(-n3cnnn3)cc2)CC1
→ i, i, i, i, i, 9, i, i, i, 0.0, i
10) COC(=O)c1cc(C#N)c(Oc2ccc(F)cc2)nc1C
→ i, i, i, i, i, -4, i, i, i, 0.0, i
11) O=C1CCCC(=O)N1c1ccc(N2CCN(c3ccc([N+](=O)[O-])cc3)CC2)c([N+](=O)[O-])c1
→ i, i, 21*, i, i, 19, i, i, i, 0.0, i
12) CCNc1nc(NCC)nc(Nn2cnnc2)n1
→ i, i, i, i, i, 12, i, i, i, -0.3, i
13) CC(=O)Nc1ccc(CN2CCN(CC(C)C)C(CCO)C2)cc1 (stereo not drawn)
→ i, i, i, i, i, -24, i, i, i, -0.5, i
14) N#C/C(=C/c1ccc(N2CCCCCC2)o1)c1ccc(Cl)cc1
→ i, i, i, i, i, 27, 6.5*, i, i, -0.8, i
15) COc1cc(/C=C(\C#N)c2nc3ccccc3[nH]2)cc(OC)c1O
→ i, i, i, 14*, i, 18, i, -5.3*, 44*, 0.2, i
16) CC(C)CSc1nc2c(=O)[nH][nH]c(=O)c2n1Cc1ccccc1
→ i, i, i, i, i, 20, i, i, i, -0.1, i
17) CC(Cc1ccccc1)NC(=O)CN1C(=O)c2ccccc2S1(=O)=O (stereo not drawn)
→ i, i, i, i, i, 31, i, i, i, 0.6, i
18) O=C(CC1(C(=O)O)CCCC1)N1CCOCC1
→ i, i, i, i, i, 14, i, i, i, 0.0, i
19) CCN(CC)C(=O)c1nn(-c2ccccc2)c2c1C1CCC2(C)C1(C)C (stereo not drawn)
→ i, i, i, i, i, 42, i, i, i, -1.0, i
20) CCOC(=O)c1c(CN2CCN(C)CC2)n(-c2ccccc2)c2cc(Br)c(O)cc12
→ i, i, i, i, i, 3, i, i, i, -0.2, i
21) CC(NC(=O)c1cnc2n(c1=O)CCS2)c1ccccc1 (stereo not drawn)
→ i, i, i, i, i, 16, i, i, i, -0.4, i
22) CCOC(=O)c1sc2nc(CSc3ccccc3Cl)[nH]c(=O)c2c1C
→ i, i, i, i, i, 19, i, i, i, -0.4, i
23) O=C(NCCCN1CCOCC1)c1ccc(Cl)cc1[N+](=O)[O-]
→ i, i, i, i, i, 0, i, i, i, 0.2, i
24) COc1cc(Cl)c(C)cc1Nc1ncccn1
→ i, i, i, i, i, 21, i, i, i, -0.3, i
25) O=C(c1cccc(OC2CCN(Cc3cccc(OCCO)c3)CC2)c1)N1CCCC1
→ i, i, i, i, i, 6, i, i, i, 0.0, i
26) CCOc1ncccc1C(=O)NCCc1c[nH]c2ccccc12
→ i, i, i, i, i, 19, i, i, i, 0.8, i
27) CCN(CC)S(=O)(=O)c1ccc(C(=O)Nc2ccc(Cc3ccncc3)cc2)cc1
→ i, i, i, i, i, 31, i, i, i, 0.1, i
28) Cn1c(=O)c2c(nc(NCc3ccco3)n2C)n(C)c1=O
→ i, i, i, i, i, -3, i, i, i, -0.6, i
29) COc1ccc(C2/C(=C(/O)c3ccc(C)cc3)C(=O)C(=O)N2C)c(OC)c1 (stereo not drawn)
→ i, i, i, i, i, 12, i, i, i, 0.9, i
30) CCCCCC(=O)Nc1cc(S(=O)(=O)N2CCCCC2)ccc1N1CCOCC1
→ i, i, i, i, i, 17, i, i, i, -0.5, i
31) COc1ccccc1Nc1nc(NCc2ccco2)c2ccccc2n1
→ i, i, i, i, i, 16, i, i, i, -0.4, i
32) COc1ccc(C(=O)C2CCN(CC(=O)Nc3ccccc3F)CC2)cc1
→ i, i, i, i, i, 11, i, i, i, 0.1, i
33) COc1ccc(Cc2nnc(NS(=O)(=O)c3ccc(Cl)cc3)s2)cc1OC
→ i, i, i, i, i, 21, i, i, i, -0.1, i
34) C=CCC1(C#N)C(SC)=NC2=C(C(=O)CC(C)(C)C2)C1c1ccc(Br)cc1 (stereo not drawn)
→ i, i, i, i, i, 15, i, i, i, 0.5, i
35) Cc1cc(NC(=O)C(C)C)ncc1NC(=O)CCc1ccccc1
→ i, i, i, i, i, 16, i, i, i, -0.3, i
36) O=C(OCC(=O)N1CCCC1)c1cccc(Br)c1
→ i, i, i, i, i, 36, i, i, i, 0.9, i
37) Oc1cccc2ccc[n+](CC(O)Cn3c4ccccc4c4ccccc43)c12 (stereo not drawn)
→ i, i, i, i, i, 13, i, i, i, -0.5, i
38) COc1ccc(C(N)=S)c(OC)c1
→ i, i, i, i, i, 22, i, i, i, 0.0, i
39) CCCCOc1ccc(C(=O)CCN2CCOCC2)cc1
→ i, i, i, i, i, 26, i, i, i, 0.1, i
40) COc1ccc(N2CCN(C(=O)COC(=O)/C=C/c3ccc(OC(F)F)cc3)CC2)cc1
→ i, i, i, i, i, 10, i, i, i, -0.2, i
41) CCOc1ccc(-c2ccc(SCC(=O)Nc3nnc(CC)s3)nn2)cc1
→ i, i, i, i, /, 7, i, i, i, /, i
42) O=C(CSc1n[nH]c(-c2ccncc2)n1)Nc1ccc(Cl)c(C(=O)O)c1
→ i, i, i, i, i, 17, i, i, i, 0.0, i
43) Cc1noc(C)c1COc1cccc(C(=O)Nc2ccccc2N2CCOCC2)c1
→ i, i, i, i, i, 11, i, i, i, -0.1, i
44) CC(C)Cn1c(N)c(C=O)c(=O)[nH]c1=O
→ i, i, i, i, i, 9, i, i, i, 0.7, i
45) Cc1cc2nnc(SCC(=O)N3CCCCCC3)n2c(N)n1
→ i, i, i, i, i, 20, i, i, i, -0.3, i
46) Cc1c(Cl)cccc1NC(=O)[C@@]1(CC(=O)O)CC(/C=C/c2ccccc2)=NO1
→ i, i, i, i, i, 16, i, i, i, -1.8, i
47) CCc1ccc(NC(=O)Cn2nc(C(=O)O)c3ccccc3c2=O)cc1
→ i, i, i, i, i, 3, i, i, i, -0.1, i
48) CC(CC(=O)NCCc1ccc(F)cc1)c1ccccc1 (stereo not drawn)
→ i, i, i, i, /, 1, i, i, i, 0.2, i
49) CCOC(=O)c1sc(S(C)=O)c2c1CCc1conc1-2 (stereo not drawn)
→ i, i, i, i, i, 14, i, i, i, -1.1, i
50) COc1cc(C)c(NC(=S)Nc2cccc(Cl)c2)cc1OC
→ i, i, i, i, i, 2, i, i, i, 0.8, i
51) O=C1CSC(c2ccccc2)N1CCc1ccccc1 (stereo not drawn)
→ i, i, i, i, i, 7, i, i, i, -1.1, i
52) CCOc1ccc(-n2nc(C(=O)N3CCN(CC)CC3)c3ccccc3c2=O)cc1
→ i, i, i, i, i, 11, i, i, i, -0.5, i
53) COc1ccc(N2C(=O)/C(=C\c3ccco3)N=C2SCC(=O)N(C(C)C)C(C)C)cc1Cl
→ i, i, i, i, i, 22, i, i, i, -0.5, i
54) COc1ccc(CCNC(=O)c2cc3c(=O)n4ccccc4nc3n(Cc3ccco3)c2=N)cc1OC
→ i, i, i, i, i, 2, i, i, i, 0.8, i
55) COc1cccc(C(NC(=O)c2ccccc2F)NC(=O)c2ccccc2F)c1
→ i, i, i, i, i, 24, i, i, i, -0.6, i
56) C=CCNC(=S)N/N=C/c1ccc(C)cc1C
→ i, i, i, i, i, 14, i, i, i, 3.1, i
57) COC(=O)N/N=C\c1cccc(OC(=O)c2cccs2)c1
→ i, i, i, i, i, -5, i, i, i, 0.0, i
58) Cc1c(-c2ccncc2)oc2ccc(Br)cc2c1=O
→ i, i, i, i, i, 9, i, i, i, 2.9, i
59) CCn1cc(C(=O)Nc2cc(C)ccc2C)c(=O)c2ccc(C)nc21
→ i, i, i, i, i, 1, i, i, i, -0.2, i
60) CCOc1ccc(CN2CCC(=O)NC2=O)cc1
→ i, i, i, i, i, 15, i, i, i, 0.1, i
61) COc1cccc(C=Nc2ccccc2C(=O)Nc2ccccc2)c1O
→ i, i, i, i, i, -7, i, i, i, 0.4, i
62) COc1ccc(NC(=O)CSc2nnc(Cc3cccn3C)n2CCc2ccccc2)cc1OC
→ i, i, i, i, i, 18, i, i, i, -0.8, i
63) CCOC(=O)CCNC(=O)N1CCCC(C(=O)c2cc(C)c(OC)c(C)c2)C1 (stereo not drawn)
→ i, i, i, i, i, 10, i, i, i, -0.7, i

# Filtered by structure, the compounds so far with a nitro group on carbon
# Values run as follows: MrgX1 antag, TRPC4 block, TRPC4 PAM, TRPC6 act, PolyA inh, AI-2 QS mod, MrgX1 PAM, TRPC6 inhibitor, MrgX1 ag, HIF act, TRPC4 act
11) O=C1CCCC(=O)N1c1ccc(N2CCN(c3ccc([N+](=O)[O-])cc3)CC2)c([N+](=O)[O-])c1
→ i, i, 21*, i, i, 19, i, i, i, 0.0, i
23) O=C(NCCCN1CCOCC1)c1ccc(Cl)cc1[N+](=O)[O-]
→ i, i, i, i, i, 0, i, i, i, 0.2, i

# Along the list, from the results shown.
# Entries 32 to 42 in TRPC6 inhibitor, in turn: i, i, i, i, i, i, i, i, i, i, i
# Entries 32 to 42 in TRPC4 block, in turn: i, i, i, i, i, i, i, i, i, i, i
# Entries 32 to 42 in PolyA inh, in turn: i, i, i, i, i, i, i, i, i, /, i

# High-throughput results: PubChem, several laboratories
